RMI-FANCM inh = disruptors of RMI1/RMI2 association with MM2 peptide – biochemical, fluorescence polarization, human, primary screen; RMI core complex with F-MM2 peptide; stronger effect = lower value; FP signal (polarization) at 33 µM; hit rate 0.58% among 70,000; in the data active means FP signal below about 40; further: inactives centre near 61; strong numbers were not always called active; unit not given here
Starred values were filed as active, the others as inactive; & = joins results of further samples. The list is partial; count on the stated rates, not on these rows.

Start of the data: the first six compounds (preview)
`C=CCN1C(=O)C(C)(C)COc2ccc(NS(=O)(=O)c3ccc(C)cc3)cc21` gave RMI-FANCM inh 68.
`COc1ccc(CC(=O)Nc2ccc3c(c2)CN(C(=O)c2ccccc2)CC3)cc1` gave RMI-FANCM inh 57&70.
For Cc1cc(C)n(C(=O)c2sccc2S(=O)(=O)N(C)c2ccc(Cl)cc2)n1 the results were RMI-FANCM inh 59.
CC(C)(C)c1cc(C(=O)NNC(=O)c2ccc(C(F)(F)F)cc2)no1 was read as RMI-FANCM inh 60.
Screening NCC(O)c1ccc(O)c(O)c1 (centres undefined) returned RMI-FANCM inh 60&84.
For Cc1nc2sccn2c1C(=O)NN the results were RMI-FANCM inh 56.

Main list, from the first entry:
`C=CCN1C(=O)C(C)(C)COc2ccc(NS(=O)(=O)c3ccc(C)cc3)cc21` gave RMI-FANCM inh 68.
`COc1ccc(CC(=O)Nc2ccc3c(c2)CN(C(=O)c2ccccc2)CC3)cc1` gave RMI-FANCM inh 57&70.
For Cc1cc(C)n(C(=O)c2sccc2S(=O)(=O)N(C)c2ccc(Cl)cc2)n1 the results were RMI-FANCM inh 59.
CC(C)(C)c1cc(C(=O)NNC(=O)c2ccc(C(F)(F)F)cc2)no1 was read as RMI-FANCM inh 60.
Screening NCC(O)c1ccc(O)c(O)c1 (centres undefined) returned RMI-FANCM inh 60&84.
For Cc1nc2sccn2c1C(=O)NN the results were RMI-FANCM inh 56.
`O=C(/C=C/Sc1ccc(Cl)cc1)c1ccccc1` gave RMI-FANCM inh 48.
Screening Cc1cnc(N2CCN(NC(=S)Nc3cccnc3)CC2)c(Cl)c1 returned RMI-FANCM inh 60.
`NC(=S)N/N=C\c1c[nH]c2ccccc12` gave RMI-FANCM inh 55.
O=C1NCCCCC1Nc1c([N+](=O)[O-])cc(C(F)(F)F)cc1[N+](=O)[O-] (centres undefined) was read as RMI-FANCM inh 54.
For COc1ccc(Cl)cc1NC(=O)CN1CCCCCC1 the results were RMI-FANCM inh 68.
For O=[N+]([O-])/C=C/c1cccs1 the results were RMI-FANCM inh 72.
Screening Cc1ccccc1NC(=O)Cn1c(-c2ccncc2)nc2ccccc21 returned RMI-FANCM inh 61.
Screening Cc1ccc2cc(NC(=O)CC(CC(=O)O)c3ccccc3)ccc2n1 (centres undefined) returned RMI-FANCM inh 61.
`COc1ccc(OC)c(NC(=O)Cn2ncn3nc4c(c3c2=O)CCCC4)c1` gave RMI-FANCM inh 61.
`COc1cc(NC(=O)NCCOc2ccccc2)cc(OC)c1OC` gave RMI-FANCM inh 62.
Screening COc1cccc(OCC(=O)NCCN2CCN(c3ccc(F)cc3)CC2)c1 returned RMI-FANCM inh 61.
Screening COc1ccc(Cn2cnc3c4cc(F)ccc4n(CC(=O)NCCC4=CCCCC4)c3c2=O)cc1 returned RMI-FANCM inh 120.
For COc1ccc(C(=O)Nc2nc(-c3cc4cc(OC)ccc4o3)cs2)cc1 the results were RMI-FANCM inh 65.
`Cn1ccc(C(=O)Nc2sccc2C#N)n1` gave RMI-FANCM inh 67.
C/C(=N/NC(=O)CCn1c2ccccc2c2ccccc21)c1ccc(Cl)s1 was read as RMI-FANCM inh 57.
O=C(CCCS(=O)(=O)Cc1ccccc1)Nc1nc2c(F)cc(F)cc2s1 was read as RMI-FANCM inh 69.
For CCOc1ccc(-c2noc(C3CCN(S(=O)(=O)c4ccc(OC)cc4)CC3)n2)cc1 the results were RMI-FANCM inh 79.
Screening Cc1c(S(=O)(=O)c2ccc(Cl)cc2)csc1N returned RMI-FANCM inh 55.
`CCOc1ccc(-n2ccnc(SCc3cc(C)ccc3C)c2=O)cc1` gave RMI-FANCM inh 72.
`O=C1CC(SCc2ccc(Cl)cc2)C(=O)N1c1ccccc1` (centres undefined) gave RMI-FANCM inh 61.
Screening CCN1CCN(c2nc3ccc(OC(=O)c4sc5ccccc5c4Cl)cc3s2)CC1 returned RMI-FANCM inh 59.
COc1ccc(-c2cc(=O)n(CC(=O)Nc3ccncc3)cn2)cc1 was read as RMI-FANCM inh 67.
O=c1c(-c2ccc3c(c2)OCCO3)coc2cc(O[C@@H]3O[C@@H](CO)[C@H](O)[C@@H](O)[C@@H]3O)ccc12 was read as RMI-FANCM inh 53.
`COC(=O)c1ccc2c(c1)nnn2C(C)C` gave RMI-FANCM inh 59.
Cc1cc(=O)[nH]c(-c2cccs2)n1 was read as RMI-FANCM inh 56.
Screening NS(=O)(=O)c1ccc(CCNC(=O)C(=O)NCC(c2ccco2)N2CCc3ccccc32)cc1 (centres undefined) returned RMI-FANCM inh 58.
For C=CCn1c(SCC(=O)Nc2ccccc2F)nc2scc(-c3ccc(OC)cc3)c2c1=O the results were RMI-FANCM inh 80.
For CS(=O)(=O)N1CCN(Cc2nc3ccccc3n2Cc2ccccc2)CC1 the results were RMI-FANCM inh 62.
For O=C(Nc1ccccc1)C1(c2cccs2)CCCC1 the results were RMI-FANCM inh 60.
Screening CCOC(=O)N1CCN(C(=O)Nc2nc(CC(=O)N3CCN(c4ccccc4)CC3)cs2)CC1 returned RMI-FANCM inh 61.
`O=C(COc1ccc(-c2ccccc2)cc1)NCC1CCCO1` (centres undefined) gave RMI-FANCM inh 67.
Screening O=C1/C(=C/C2CCCCC2)CCc2ccccc21 returned RMI-FANCM inh 54.
`CCOC(=O)Cc1csc(NC(=S)NC(=O)c2ccco2)n1` gave RMI-FANCM inh 67.
For CCc1c(C)nc(-n2nc(C)cc2NC(=O)c2ccccc2SC)[nH]c1=O the results were RMI-FANCM inh 55.
For NC(=O)c1ccc(Oc2ccc(Cl)cc2)c([N+](=O)[O-])c1 the results were RMI-FANCM inh 63.
`COc1ccc(-c2nc3c(c(SCC(=O)Nc4cccc(C)c4C)n2)Cc2cc(C)ccc2O3)cc1` gave RMI-FANCM inh 64.
C=CCN1C(=O)C(C)(C)COc2cc(NC(=O)c3cccc(C(F)(F)F)c3)ccc21 was read as RMI-FANCM inh 67.
`Clc1cccc(Cl)c1/C=C/c1ccn[nH]1` gave RMI-FANCM inh 53.
`COc1ccc(-c2cnc(SCCNC(=O)c3cccc(C(F)(F)F)c3)[nH]2)cc1` gave RMI-FANCM inh 54.
CCCC(CCC)C(=O)Nc1cc(C)nn1-c1nc2c(cnn2-c2cccc(C)c2C)c(=O)[nH]1 was read as RMI-FANCM inh 62.
`CC(=O)n1c(C)nc2cc(C(F)(F)F)c(Cl)cc21` gave RMI-FANCM inh 45.
Screening CCOC(=O)C1=C(CSc2ccc(Cl)cc2)OC(=N)C(C#N)C1c1ccccc1F (centres undefined) returned RMI-FANCM inh 65.
For CC(=O)c1sc2sc([N+](=O)[O-])c(C)c2c1C the results were RMI-FANCM inh 55.
`Cc1c2cn[nH]c(=O)c2c(C)n1-c1ccccc1` gave RMI-FANCM inh 53&49.
For CCOc1cccc2sc(N(CCCN3CCOCC3)C(=O)c3ccc([N+](=O)[O-])o3)nc12 the results were RMI-FANCM inh 54.
Screening O=S(=O)(NC(=S)c1ccccc1)c1ccccc1 returned RMI-FANCM inh 57.
CCOc1ccc(NC(=O)C(=O)NCC2CCN(Cc3ccco3)CC2)cc1 was read as RMI-FANCM inh 72.
`O=[N+]([O-])c1ccc(Nn2c(O)c(C=C3C=Nc4ccccc43)sc2=S)c([N+](=O)[O-])c1` gave RMI-FANCM inh 52.
Screening COc1cc(NS(=O)(=O)c2ccc(NC(=O)CSc3nc4sc5c(c4c(=O)n3C)CCCC5)cc2)nc(OC)n1 returned RMI-FANCM inh 61.
CCOC(=O)Cn1c(=NC(=O)CCCS(=O)(=O)Cc2ccccc2)sc2cc(F)ccc21 was read as RMI-FANCM inh 96.
`NS(=O)(=O)c1ccc(-c2ccc(/C=C3/SC(=S)N(Cc4ccco4)C3=O)o2)cc1` gave RMI-FANCM inh 100.
O=C(O)c1[nH]c(=O)[nH]c(=O)c1CN1CCCC1 was read as RMI-FANCM inh 70.
For O=c1[nH]c(=S)c2c(n1Cc1ccco1)CCCC2 the results were RMI-FANCM inh 63.
Screening Cc1cc2nc(-c3cccnc3)cc(C(F)(F)F)n2n1 returned RMI-FANCM inh 55.
Screening NC(=O)c1ccccc1NS(=O)(=O)c1ccc(N2C(=O)CCC2=O)cc1 returned RMI-FANCM inh 63.
For C=CCc1cccc(/C=N\NC(=O)Cn2nnc3ccccc32)c1O the results were RMI-FANCM inh 86.
For CCc1cc2c(=O)c(-c3ccc4c(c3)OCCCO4)coc2cc1OS(C)(=O)=O the results were RMI-FANCM inh 67.
Screening CC1CCc2noc(N)c2C1 (centres undefined) returned RMI-FANCM inh 67.
`COc1ccc(SCC(=O)Nc2c3c(nn2C)CCC3)cc1` gave RMI-FANCM inh 63.
Nc1nc(-c2ccncc2)cs1 was read as RMI-FANCM inh 61.
Screening O=C(Oc1ccc(Cl)cc1Cl)c1csnn1 returned RMI-FANCM inh 53.
`NS(=O)(=O)c1ccc(NC(=O)/C=C/c2cccc([N+](=O)[O-])c2)cc1` gave RMI-FANCM inh 63.
For O=C(CCc1ccccc1)Nc1nnc(SCC(=O)Nc2nc3ccccc3s2)s1 the results were RMI-FANCM inh 94.
`Cc1csc2nc(-c3cccc(NC(=O)c4cc5ccccc5oc4=O)c3)cn12` gave RMI-FANCM inh 59.
Screening Cc1cc2c(c(Sc3ccc(Cl)cc3)n1)C(=O)NC2=O returned RMI-FANCM inh 52.
Screening COc1ccc(C(=O)N(C)C2(C)CCS(=O)(=O)C2)cc1 (centres undefined) returned RMI-FANCM inh 54.
COc1ccc2c(=O)c(Oc3ccc(C(=O)NC4CC4)cc3)c(C)oc2c1 was read as RMI-FANCM inh 67.
For Cc1cc(NC(=O)c2cc3cccnc3n(C)c2=O)ccc1Br the results were RMI-FANCM inh 59.
For CCOc1ccccc1NC(=O)CSc1ncc(-c2cccc(Br)c2)o1 the results were RMI-FANCM inh 88.
For COC(=O)c1ccc(NC(=O)C(=O)NCCc2ccc(N3CCCC3)cc2)cc1 the results were RMI-FANCM inh 75.
`c1ccc(N2CC[N+]3(CCCC3)CC2)nc1` gave RMI-FANCM inh 62.
CCOc1cn(-c2ccc(F)cc2)nc1C(=O)Nc1ccc(S(N)(=O)=O)cc1 was read as RMI-FANCM inh 59.
C=CCn1c(-c2ccccc2)c[nH]c1=S was read as RMI-FANCM inh 62.
For COc1cccc(OC)c1C(=O)Nc1ccc2c(c1)N(C(=O)C(C)(C)C)CC2 the results were RMI-FANCM inh 67.
`COc1ccccc1C(=O)N1CCN(c2ccc(-c3ccc(C)cc3C)nn2)CC1` gave RMI-FANCM inh 72.
For Cc1cc(C(=O)Nc2ccccc2)oc(=O)c1 the results were RMI-FANCM inh 56.
CC(=O)O[C@H]1CC[C@@]2(C)C(=CCC3C2CC[C@@]2(C)C3CC[C@@H]2C(C)CCCC(C)C)C1 (some centres undefined) was read as RMI-FANCM inh 56.
For COc1ccc([N+](=O)[O-])c(OC)c1C(=O)Nc1ccccc1C(=O)NCC1CC1 the results were RMI-FANCM inh 59.
CC1=CC(=C2C(=O)NC(=O)NC2=O)C=C(C)N1c1cccnc1 was read as RMI-FANCM inh 57.
Screening Cc1ccc2c(c1)c1ncn(Cc3ccccc3Cl)c(=O)c1n2CC(=O)NCc1ccco1 returned RMI-FANCM inh 95.
`O=C(Nc1ccccc1F)c1oc2cccnc2c1NC(=O)C1CC1` gave RMI-FANCM inh 55.
`COc1ccccc1OCCN1C(=O)C(=O)c2cc(Br)ccc21` gave RMI-FANCM inh 59.
For COc1ccccc1NC(=O)Nc1ccc(Nc2ccc(-n3nc(C)cc3C)nn2)cc1 the results were RMI-FANCM inh 58.
Cc1ccc2c(c1)NC(=O)c1cc(NS(=O)(=O)c3ccc(OCC(C)C)cc3)ccc1O2 was read as RMI-FANCM inh 54.

Retrieved by structure from above, 5 records:
For COc1ccccc1NC(=O)Nc1ccc(Nc2ccc(-n3nc(C)cc3C)nn2)cc1 the results were RMI-FANCM inh 58.
For Cc1cc(C(=O)Nc2ccccc2)oc(=O)c1 the results were RMI-FANCM inh 56.
Screening Cc1ccc2c(c1)c1ncn(Cc3ccccc3Cl)c(=O)c1n2CC(=O)NCc1ccco1 returned RMI-FANCM inh 95.
CC(=O)O[C@H]1CC[C@@]2(C)C(=CCC3C2CC[C@@]2(C)C3CC[C@@H]2C(C)CCCC(C)C)C1 (some centres undefined) was read as RMI-FANCM inh 56.
CC1=CC(=C2C(=O)NC(=O)NC2=O)C=C(C)N1c1cccnc1 was read as RMI-FANCM inh 57.

(next part)
Screening CCc1ccc(-n2nnc(C(=O)OCc3nc(-c4ccc(C)cc4)oc3C)c2C)cc1 returned RMI-FANCM inh 66.
Screening CC(C)c1ccc2nc(NC(=O)c3ccc(S(=O)(=O)N4CCCC4)cc3)sc2c1 returned RMI-FANCM inh 74.
For CC1CCCN(S(=O)(=O)c2ccc(-c3nc(C#N)c(NCCN4CCOCC4)o3)cc2)C1 (centres undefined) the results were RMI-FANCM inh 56.
C=CCn1c(SCC(=O)N2CCCCCC2)nc2scc(-c3ccco3)c2c1=O was read as RMI-FANCM inh 84.
For CC(C)=C1SC(=O)N(CC(=O)NCc2ccccc2)C1=O the results were RMI-FANCM inh 63.
Screening O=C(CSc1ccc(Cl)cc1)Nc1ccc(Cl)cc1C(=O)NCc1cccs1 returned RMI-FANCM inh 60.
Screening COc1ccc(-c2c3c(nc4sc(C(=O)Nc5ccc(F)cc5)c(N)c24)CC(C)(C)CC3=O)cc1 returned RMI-FANCM inh 70.
For CCC(=O)Nc1cccc(-c2ccc(=O)n(C)n2)c1 the results were RMI-FANCM inh 53.
`O=C(O)/C=C\C(=O)NCCC1=CCCCC1` gave RMI-FANCM inh 57.
O=C(O)c1ccc(=O)[nH]n1 was read as RMI-FANCM inh 69.
`CCCC(=O)N1CCN(c2nccn2-c2ccc(C)cc2)CC1` gave RMI-FANCM inh 64.
`CC(=O)N1CCc2ccc(NC(=O)c3c(F)cccc3Cl)cc2C1` gave RMI-FANCM inh 66.
For Cc1nc2ccc(NS(=O)(=O)c3ccc(F)cc3)cc2c(=O)n1-c1ccc(Cl)cc1 the results were RMI-FANCM inh 63.
`Cc1cc(=O)n2c(-c3cccc(NC(=O)C(C)Oc4cccc(F)c4)c3)csc2n1` (centres undefined) gave RMI-FANCM inh 66.
